# Source: PubChem BioAssay (The Scripps Research Institute Molecular Screening Center)
# TCR-CD3 inh – inhibitors of human TCR-CD3 interaction, primary screen, biochemical, fluorescence, TAMRA-labeled TCR probe; inhibition, % at 9.4 µM; 0.37% of 360,000 active; AID 651800, 2012; in the data active means inhibition above about 19%;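 further: recombinant mutant TCR 2C K166C tagged with TAMRA read by polarization; 0% = receptor in buffer alone and 100% = receptor with positive control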
# TDP2 inh – human TDP2 enzyme inhibitors, primary screen, biochemical, epi absorbance, recombinant enzyme | T5PNP hydrolysis, p-nitrophenol absorbance 415 nm | 0.34% of 370,000 active | inhibition, % at 12.8 µM | AID 720702, 2013 | Tyrosyl-DNA phosphodiesterase 2 (Homo sapiens), O95551;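 active means inhibition above the mean of all tested compounds plus 3 SD, set per campaign, cut at about 25% in these data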;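 further: 0% = DMSO with enzyme and 100% = buffer with substrate but no TDP2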
#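 Evaluation: % inhibition relative to enzyme-containing and enzyme-free wells. Material: recombinant human TDP2. Benchmarks: enzyme-free and DMSO wells. Timing: enzyme reaction with compound for 2 h at 37 °C. Compound dosing: 12.8 µM only. Measured by: p-Nitrophenol epi absorbance. Reagent: T5PNP substrate at 5 mM, a TopII-DNA adduct mimic. Replication: single well per compound.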
# DDE Tn7 FP inh – inhibitors of Tn7 peptide binding to fibrin DD(E), primary screen, biochemical, fluorescence polarization, human fibrin, Tn7 probe | Fibrinogen beta chain (Homo sapiens), P02675 | FP displacement of FITC-Tn7 peptide from fibrin DD(E); 0% = median of compound wells per plate | inhibition, % at 8.3 µM | 0.13% of 370,000 active | AID 720508, 2013;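 active means inhibition above the mean of compounds falling within the control limits plus 3 SD of them, cut at about 14% in these data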;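 further: 0% = plate median of compound wells and 100% = 10 µM Aha-Tn7 peptide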
# Target sequence (P02675 whole entry, looked up): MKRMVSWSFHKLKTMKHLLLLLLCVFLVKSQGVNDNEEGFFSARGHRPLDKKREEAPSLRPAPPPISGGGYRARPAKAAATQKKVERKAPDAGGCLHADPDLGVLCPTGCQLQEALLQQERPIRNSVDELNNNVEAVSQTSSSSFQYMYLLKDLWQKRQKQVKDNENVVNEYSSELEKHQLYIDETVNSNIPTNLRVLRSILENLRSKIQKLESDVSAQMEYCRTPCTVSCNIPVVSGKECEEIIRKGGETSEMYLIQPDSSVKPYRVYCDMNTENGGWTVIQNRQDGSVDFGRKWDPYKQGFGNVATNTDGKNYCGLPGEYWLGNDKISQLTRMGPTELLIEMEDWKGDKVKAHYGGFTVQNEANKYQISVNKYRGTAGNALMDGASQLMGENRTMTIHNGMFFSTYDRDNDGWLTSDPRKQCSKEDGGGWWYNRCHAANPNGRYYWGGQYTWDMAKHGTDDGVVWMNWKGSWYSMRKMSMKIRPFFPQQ
#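 Test system: human clot-derived fibrin DD(E) complex / Quantity: 2 µM final DD(E) protein / Incubation: 10 min plus 3 h, room temperature / Measured by: fluorescence polarization / Benchmarks: high control of 10 µM Aha-Tn7 peptide / Replicates: singlicate testing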
# SIAE primary – human SIAE inhibitors, primary screen, biochemical, fluorescence polarization, FP-Rh probe, 1536-well HTS | SIAE FP-Rh probe binding | Sialate O-acetylesterase (Homo sapiens), Q9HAT2 | inhibition, % at 9.66 µM | 0.69% of 370,000 active;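 active means inhibition above a cutoff: mean of compounds within the control limits plus 3 SD of those, cut at about 17% in these data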;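 further: 0% = plate median of compound wells and 100% = probe without SIAE protein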
# mABHD4 FP – ABHD4 inhibitors, primary screen, biochemical, fluorescence polarization, mouse; (Lyso)-N-acylphosphatidylethanolamine lipase (Mus musculus), Q8VD66; purified mABHD4, FP-Rh probe fluorescence polarization; inhibition, % at 8.92 µM; 0.54% of 370,000 active;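 active means inhibition exceeding the mean over every tested compound plus 3 SD, cut at about 30% in these data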;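 further: 0% = plate median of compound wells and 100% = S159A mutant with DMSO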
#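 Assay system: mABHD4 protein; medium: HEPES pH 7.0, NaCl, Pluronic buffer; dosing: 8.92 µM, single dose; schedule: 45 min + 60 min at 25 °C; signal: FP readout, ex 525 nm / em 598 nm; read-out: normalized percent inhibition of probe labeling; repeats: single replicate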
# PRMT1 inh – PRMT1 methyltransferase inhibitors, primary screen, biochemical, fluorescence polarization. inhibition, % at 2.79 µM. 1.3% of 370,000 active. Protein arginine N-methyltransferase 1 (Homo sapiens), Q99873. AID 652257, 2013. recombinant PRMT1, activity-based probe fluorescence polarization;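 active means inhibition above about 21% made by adding two undisclosed values, limit read from the data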
# Target sequence (Q99873 whole entry, looked up): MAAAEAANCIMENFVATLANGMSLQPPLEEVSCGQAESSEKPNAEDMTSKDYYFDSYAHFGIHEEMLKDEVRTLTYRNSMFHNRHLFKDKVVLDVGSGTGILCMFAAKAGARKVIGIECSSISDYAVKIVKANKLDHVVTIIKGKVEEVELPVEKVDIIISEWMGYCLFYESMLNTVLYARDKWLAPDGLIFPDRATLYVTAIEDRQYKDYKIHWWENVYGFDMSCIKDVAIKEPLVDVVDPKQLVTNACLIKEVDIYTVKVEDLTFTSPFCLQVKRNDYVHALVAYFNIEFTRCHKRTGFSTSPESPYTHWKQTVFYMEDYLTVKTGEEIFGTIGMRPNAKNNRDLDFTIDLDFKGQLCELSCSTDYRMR
# LEDGF integ inh – blockers of LEDGF/p75-dependent integrase strand transfer – biochemical, TR-FRET, high throughput, primary screen; TR-FRET IN-LEDGF/p75 DNA integration, Eu/Cy5; inhibition, % at 3.7 µM; 0.64% of 370,000 active; AID 743269, 2014;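 active means inhibition above the screen-wide mean plus 3 SD, cut at about 13% in these data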;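 further: signal is the Cy5 over europium emission ratio at 671 and 618 nm; 0% = plate median of compound wells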
# HTRA1 inhibitor – HTRA1 serine protease inhibitors, primary screen, biochemical, fluorescence polarization, HTS. Q92743. recombinant HTRA1, FP-rhodamine activity-based probe. inhibition, % at 5.96 µM. 0.5% of 340,000 active. AID 504803, 2011; in the data active means inhibition above about 36%;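 further: 0% = enzyme with DMSO and 100% = wells lacking enzyme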
# PG9 binder – binders of HIV-1 gp120 antibody PG9, primary screen, biochemical, TR-FRET; HIV-1 gp120 / PG9 antibody interaction; TR-FRET gp120-PG9 antibody binding; inhibition, % at 6.7 µM; 0.43% of 360,000 active; AID 624416, 2012; in the data active means inhibition above about 8.5%
# UHRF1 binding – UHRF1 methylated DNA binding inhibitors, primary screen, counter-screen for MBD2 inhibitor project, biochemical, TR-FRET, human UHRF1, single concentration | E3 ubiquitin-protein ligase UHRF1 (Homo sapiens), Q96T88 | UHRF1 binding to methylated oligo | inhibition, % at 4.4 µM | 0.75% of 370,000 active | AID 687016, 2013; in the data active means inhibition above about 21%;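 further: UHRF1 SRA domain binding a hemimethylated CpG hairpin DNA probe; 0% = median of test compound wells and 100% = reference inhibitor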
# * = called active by the depositor; / = no result given. Not a hit list. Share with any hit: about 4.2%.
compound	TCR-CD3 inh	TDP2 inh	DDE Tn7 FP inh	SIAE primary	mABHD4 FP	PRMT1 inh	LEDGF integ inh	HTRA1 inhibitor	PG9 binder	UHRF1 binding
CC1CCN(S(=O)(=O)c2cccc(S(=O)(=O)N3CCCC3)c2)CC1	4	-1	-1	0	2	0	2	4	0.2	-1
COC(=O)c1ccc(S(=O)(=O)NCc2cccc(OC)c2)n1C	2	11	7	1	-1	0	-1	0	-1.4	1
CSCCC(=O)Nc1nc(-c2ccccn2)cs1	-7	9	-4	7	3	8	-1	0	-0.2	-2
CC(=O)c1cccc(-c2ccnc3c2CC(C(=O)Nc2cccc(N(C)C)c2)O3)c1 (centres undefined)	3	3	1	8	3	1	-4	/	-1.1	0
Cc1cccc(-n2c(N)cc(=O)nc2SCC(=O)Nc2cc(C)on2)c1	0	12	5	-1	5	-1	0	-3	0.8	2
Cc1ccc(-n2ncc3c2CC(C)(C)CC3NC(=O)CCCN2CCCC2=O)cc1 (centres undefined)	3	-6	5	-5	0	3	-4	0	-0.6	-1
O=[N+]([O-])c1cc(S(=O)(=O)N2CCCC2)ccc1NCCCN1CCOCC1	5	0	-4	-7	1	-1	1	-3	0.4	-3
O=[N+]([O-])c1cccc2ccc(/C=C/c3cccc(Br)c3)nc12	4	-17	-11	-13	-16	-4	2	-39	-3.2	1

# In the list so far, these contain two or more sulfur atoms:
compound	TCR-CD3 inh	TDP2 inh	DDE Tn7 FP inh	SIAE primary	mABHD4 FP	PRMT1 inh	LEDGF integ inh	HTRA1 inhibitor	PG9 binder	UHRF1 binding
CC1CCN(S(=O)(=O)c2cccc(S(=O)(=O)N3CCCC3)c2)CC1	4	-1	-1	0	2	0	2	4	0.2	-1
CSCCC(=O)Nc1nc(-c2ccccn2)cs1	-7	9	-4	7	3	8	-1	0	-0.2	-2

# More entries:
compound	TCR-CD3 inh	TDP2 inh	DDE Tn7 FP inh	SIAE primary	mABHD4 FP	PRMT1 inh	LEDGF integ inh	HTRA1 inhibitor	PG9 binder	UHRF1 binding
COc1cccc(CNC(=O)C2CCN(S(=O)(=O)N3CCC(C)CC3)CC2)c1	4	-9	-9	-1	-3	-2	3	1	0.8	0
CCn1c(SCC(=O)n2nc(C)cc2C)nnc1-c1ccc2c(c1)OCO2	6	-5	0	-6	0	2	-1	6	0.1	-1
O=C(CSc1nncc2ccccc12)Nc1ccc(F)cc1	-4	4	-4	-3	1	3	-1	2	0.1	-3
Cc1cc(Br)ccc1NC(=O)c1sc2ncn(CC(=O)N3CCN(c4ccccn4)CC3)c(=O)c2c1C	8	8	4	-1	2	0	2	-1	11*	1
COc1ccc(Nc2nc(N)nc(CN3CCN(c4ccccn4)CC3)n2)cc1	2	-8	1	4	-6	3	-3	-1	-0.2	0
O=C(c1cc(S(=O)(=O)N2CCOCC2)ccc1F)N1CCc2ccccc21	-7	-9	0	10	-3	0	-3	-10	-2.7	1
CC1(C)CC(=O)C=C(c2ccc3[nH]ccc3c2)C1	0	-5	-2	2	-6	0	4	-6	-1.8	7
COc1ccc(Cl)cc1NC(=O)CN(C)C(=O)c1cc2c(F)cccc2s1	0	-10	-6	-11	-19	-2	3	-53	-1.6	0
COc1ccc(-n2nc(C(=O)NCC(=O)NCCCN3CCOCC3)c3ccccc3c2=O)cc1OC	2	4	-6	1	0	-3	2	-1	-0.4	0
Cc1ccc(NS(=O)(=O)c2ccccc2)c2c1CC(C)(C)O2	3	5	10	15	-4	-2	2	-4	0.5	-3
CC[N+]1(C)CCC(O)(/C=C/c2ccccc2)C(C(=O)/C=C/c2ccccc2)C1 (centres undefined)	-3	-5	-3	0	2	68*	2	-1	-2.9	2
O=C(COC(=O)c1ccco1)NCc1ccccc1Cl	4	7	4	2	-1	1	2	1	-3.0	-1
O=C(CCCN=C1NS(=O)(=O)c2ccccc21)OCc1ccc(F)cc1	2	-2	-1	2	-1	1	-3	-1	1.0	3
COc1ccc(N2CCN(c3c(S(=O)(=O)c4ccccc4)cnc4ccc(OC)cc34)CC2)cc1	0	-18	0	-2	-10	4	-6	-8	1.6	6
CCCSc1ccc([C@H]2N[C@@](C)(C(=O)OC)[C@H]3C(=O)N(CC)C(=O)[C@@H]23)cc1	-1	1	3	1	10	2	-1	-2	-0.8	-1
COc1ccc(NS(=O)(=O)c2cc(NC(=O)c3ccc(F)cc3)ccc2OC)cc1	5	-7	-2	-8	-8	-1	1	-51	-0.7	-1
COC(=O)COc1ccc(C2NC(=O)NC(C)=C2C(=O)NCc2ccccc2)cc1OC (centres undefined)	6	8	-3	6	-1	1	-1	6	-0.7	8
C[C@@H]1CN([C@@H](C)CO)S(=O)(=O)c2ccc(C#Cc3cccc(F)c3)cc2O[C@@H]1CN(C)CC1CC1	-2	-4	-4	1	6	2	3	-41	-0.9	0
O=C(c1ccc2nc[nH]c2c1)N1CCN(S(=O)(=O)c2cccc(F)c2)CC1	3	-11	1	2	3	-5	3	-1	-0.8	-4
CC12CCC(=O)N1C(C(=O)Nc1nc3ccc(Cl)cc3s1)CS2 (centres undefined)	-6	4	-4	-10	-8	5	0	-13	-0.7	2
CCN(c1ccccc1)S(=O)(=O)c1cc(OC)ccc1OC	0	-3	-1	-3	11	1	52*	4	-0.4	-1
CCOc1ccccc1OCCn1nc2ccccc2n1	0	2	-6	4	2	-2	-1	-1	0.4	0
Cc1ccnc(NC(=O)CCc2c[nH]c3ccccc23)c1	-7	1	8	11	4	-1	-3	-13	3.9	-2
Cc1cc(C)c(CN2CCCC(CNC(=O)c3ccc(F)cc3)C2)c(-n2cccn2)c1 (centres undefined)	6	-2	0	0	-1	-8	5	3	0.8	-1
CC(NC(=O)NCc1cccnc1)(C(F)(F)F)C(F)(F)F	2	1	5	1	-2	6	2	5	-0.6	5
CC(C)(CC(=O)O)CC(=O)NCc1c(Cl)cccc1Oc1ccccc1	3	11	8	4	0	3	0	6	1.0	-4
Nc1cccc2cc(-c3ccccc3)oc12	-11	-2	-3	7	15	-1	-2	18	-1.3	-3
Cc1ccc(C)c(S(=O)(=O)N2CCN(c3nc(CN4CCOCC4)nc4sc(C)c(C)c34)CC2)c1	3	-8	-9	-9	6	-3	10	-16	0.7	1
COc1ccc(-c2cc(C(=O)N/N=C(\C)c3ccco3)c3ccccc3n2)c(OC)c1	2	2	-1	-7	-24	-4	-1	-38	-0.3	1
CCSc1nc2cc(OC)c(OC)cc2c(=O)n1CC	1	3	2	-4	-6	-1	0	-3	1.8	1
CCCCCCOc1ccc(N2C(=O)CC(SCCN)C2=O)cc1 (centres undefined)	-3	-3	-2	0	-2	19	-1	-3	-1.4	1
CCOC(=O)N(C)C[C@@H]1OCc2cnnn2CCCC(=O)N([C@H](C)CO)C[C@H]1C	-1	6	3	1	-1	0	-7	0	-1.1	0
C=COC(=O)CSc1nc(-c2cccs2)ccc1C#N	-3	-6	-6	-8	0	6	0	-25	-1.0	-2
CC1Cc2ccccc2N1C(=O)C1CCN(S(=O)(=O)c2cccs2)CC1 (centres undefined)	-5	-1	0	4	1	-2	0	4	-0.9	-1
CC1(C)CC(=O)C(CC2=C(O)CC(C)(C)CC2=O)C(=O)C1	0	5	-2	-7	-3	0	-1	5	-0.3	1
COc1ccccc1OCCCn1cc(C#N)c2ccccc21	3	-5	-2	6	-16	-3	-1	-24	-1.7	-3
O=C(NCc1ccccc1)c1onc(CSc2ccc(F)cc2)c1C(=O)NCc1ccccc1	9	-2	1	-24	-35	0	0	-51	0.7	-3
CCOC(=O)CNC(=S)NN(C)C	-1	15	2	3	0	-2	-1	-1	-1.7	0
CCN(CC)c1ccc(/C=N/Nc2cccc(C)c2)c(O)c1	3	-9	-1	6	23	7	2	27	-0.8	-4
CCOc1ccc(NC(=O)CSc2ncc(-c3ccc(F)cc3)n2Cc2ccco2)cc1	-7	-2	1	0	-8	0	-7	-31	0.3	0
CCCC(C)NC(=O)c1c2c(nc3ccccc13)CCC2 (centres undefined)	3	5	3	-5	-2	3	2	10	-0.5	0
Cn1cc(CN2CCC(n3nccc3NC(=O)c3ccccc3Cl)CC2)c2ccccc21	5	0	-6	2	0	2	-2	-1	-1.2	-3
O=C(OCCOc1ccc(F)cc1)c1ccc(S(=O)(=O)N2CCCC2)cc1	-9	-2	-3	1	-8	7	-1	-14	0.8	6
Cc1noc(C)c1-c1ccc(C(=O)NCc2ccco2)c2occc12	-14	-12	-9	-2	-4	5	0	/	1.1	9
CC(C)N1C(=O)C2C(C(=O)NC3CCCCC3)C3C=CC2(O3)C1C(=O)NC1CCCCC1 (centres undefined)	-2	5	1	9	6	1	1	-3	-0.4	1
O=C(NCCCN1CCCCC1)c1ccc(CS(=O)c2ccc(Cl)cc2)o1 (centres undefined)	-7	-3	-2	4	4	1	-6	-3	-0.2	5
C/C(=N\NC(=O)CSc1nnc(-c2ccccc2)n1-c1ccc(C)cc1)c1ccc(-c2ccccc2)cc1	/	5	6	2	-12	-3	0	/	/	-2
O=C(NCCc1ccccc1)/C(=C\c1ccc([N+](=O)[O-])cc1)NC(=O)c1ccco1	-1	-10	-6	12	4	-3	-2	1	-0.3	-1
CN(CC(=O)O/N=C(\N)c1ccc(Br)cc1)S(=O)(=O)c1ccccc1	7	0	3	10	1	0	-2	0	-1.5	1
CCCCc1ccc(NC(=O)N[C@H](C(=O)O)C(C)C)cc1	-1	2	4	4	-3	-2	1	-5	-0.4	-4
O=C(Cc1c(F)c(F)c(F)c(F)c1F)OC12CC3CC(C1)C(=O)C(C3)C2	-7	-4	0	6	-1	-4	0	1	-1.8	0
NS(=O)(=O)c1ccc(CCNc2nn3c(-c4ccc(F)c(Cl)c4)cnc3s2)cc1	-1	-4	14*	-9	-39	2	-2	/	0.3	-5
